Source: PubChem
Myeloid diff MLP – compounds promoting myeloid differentiation; 360,000 tested, 1% active; AID 624256; calls only at 10 µM; ER-HoxA9 myeloid progenitors, lysozyme-GFP differentiation, flow cytometry;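 active = normalized GFP-positive differentiation at or above the plate's own cutoff, the solvent-only control mean plus 3 SD; inconclusive = no clear call, values can overlap the other calls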;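 note: cells exposed to compound for four days before flow analysis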
HIV fusion peptide – cell-free HIV fusion peptide-binding blockers – biochemical, uHTS, fluorescence dequenching, primary screen (AID 1986); cell-free peptide binding, fluorescence dequenching, 30 min; higher % means a stronger effect; inhibition, % at 20 µM, or IC50 in µM where a hit was titrated; 290,000 tested, 0.3% active; in the data active = inhibition mostly above about 52%, no sharp cut-off; inactive = mostly below about 76%; note: some results filed as inactive read as strong as hits
MgcRacGAP inhibition – MgcRacGAP GTPase-activating activity inhibitors, confirmation, biochemical, ADP Hunter fluorescence. MgcRacGAP-stimulated Rac1 GTP hydrolysis, ADP Hunter fluorescence; higher % means a stronger effect; GST-tagged Rac1 F28L mutant substrate. inhibition, % at 30 µM; hits with a dose series show IC50 in µM. 340,000 tested, 0.6% active;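 active = first-screen hits whose inhibition reached a set limit at any dose in the follow-up dose series; inconclusive = inhibition above the set first-screen limit but never retested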;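 note: fluorescence reports GDP produced by GAP-driven GTP hydrolysis; strong numbers were not always called active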
GPR35 arrestin U2OS – inhibition of zaprinast-stimulated GPR35 beta-arrestin translocation – imaging, U2OS, beta-arrestin-GFP, zaprinast agonist, primary screen (AID 2058). U2OS GPR35 beta-arrestin-GFP translocation imaging, zaprinast antagonism; higher % means a stronger effect. inhibition, % at 10 µM; hits with a dose series show IC50 in µM. 290,000 tested, 0.052% active;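 active = inhibition of at least 50% with at least 30 cells and total cytoplasm GFP at most 10,000,000; inconclusive = under 30 cells or total GFP of 10,000,000 plus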
NTR1 ag – NTR1-driven beta-arrestin-GFP spot formation – imaging, U2OS cells, high content, primary screen (AID 493036). P30989. agonist mode. activation, % at 20 µM. 330,000 tested, 0.17% active;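 active = activation at or above 40% of the spot to cytoplasm intensity ratio, with at least 20 cells analyzed; inconclusive = wells under 20 cells, flagged as cytotoxic or low count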;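 note: 0% = DMSO without peptide and 100% = 100 nM NTR1 peptide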
Target sequence (P30989 whole entry, looked up): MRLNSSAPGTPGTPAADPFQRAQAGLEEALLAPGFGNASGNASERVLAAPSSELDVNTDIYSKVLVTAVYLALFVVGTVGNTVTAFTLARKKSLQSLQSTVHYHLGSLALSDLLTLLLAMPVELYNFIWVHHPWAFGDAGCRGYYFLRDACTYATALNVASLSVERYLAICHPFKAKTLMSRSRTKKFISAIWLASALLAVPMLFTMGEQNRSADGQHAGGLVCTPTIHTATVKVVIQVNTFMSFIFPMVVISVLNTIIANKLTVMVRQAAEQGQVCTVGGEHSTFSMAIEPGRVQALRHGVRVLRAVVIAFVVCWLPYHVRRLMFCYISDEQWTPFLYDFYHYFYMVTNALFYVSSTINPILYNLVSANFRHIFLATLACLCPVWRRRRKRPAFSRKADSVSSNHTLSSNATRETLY
GPR55 antagonists – GPR55 antagonists blocking LPI-driven arrestin recruitment, primary screen, imaging, U2OS, beta-arrestin-GFP, LPI agonist (AID 2013). U2OS GPR55 beta-arrestin-GFP translocation imaging, LPI antagonism; higher % means a stronger effect. inhibition, % at 10 µM; hits with a dose series show IC50 in µM. 290,000 tested, 0.13% active;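 active = spots per cell inhibited over 60%, with over 100 cells counted and total cytoplasm intensity under 500,000; inconclusive = wells with under 100 cells, flagged as likely toxic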;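 note: U2OS cells stably carrying GPR55 and arrestin-GFP stimulated by 5 µM LPI near EC80; imaged beta-arrestin-GFP aggregate spots per cell after agonist stimulation; plate controls were LPI-stimulated DMSO wells for no effect and DMSO wells without LPI for full effect; some results filed as inactive read as strong as hits; confirmed hits need IC50 under 10 µM and bright autofluorescent wells are also inconclusive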
Siah-1 displacement – Siah-1 peptide-binding antagonists, primary screen, biochemical, fluorescence polarization, rhodamine-plectin, uHTS (AID 1817). displacement, % at 20 µM; hits with a dose series show IC50 in µM. 290,000 tested, 0.02% active. Siah-1 / rhodamine-plectin peptide fluorescence polarization; higher % means a stronger effect;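 active = displacement of at least 50% at 20 µM, with a fluorescence ratio check between 0.3 and a set limit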;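 note: plate controls were Siah plus tracer with DMSO for no effect and tracer alone without Siah for full effect; strong numbers were not always called active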
LYP phosphatase – inhibitors of LYP phosphatase, biochemical, fluorescence intensity, uHTS (AID 1779); recombinant LYP phosphatase, fluorescence intensity; higher % means a stronger effect; inhibition, % at 11.5 µM; hits with a dose series show IC50 in µM; 290,000 tested, 0.054% active; in the data active = inhibition above about 50%;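 note: plate controls were vehicle with enzyme for no effect and no enzyme for full effect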
Salmonella PhoP GFP – inhibitors of PhoP regulon expression, primary screen, Salmonella Typhimurium, GFP reporter (AID 1863) | S. Typhimurium PhoP-regulated promoter GFP reporter, 4 h; higher % means a stronger effect | one-dose inhibition, % at 50 µM; IC50 in µM for titrated hits | 300,000 tested, 0.16% active;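 active = inhibition over 29.93%, a cutoff 3 SD above the screen mean, later confirmed by dose response; inconclusive = inhibition over 29.93% but no dose response follow-up; inactive = inhibition at most 29.93% or unconfirmed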;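 note: 0% = low Mg2+ inducing control and 100% = high Mg2+ repressing control; strong numbers were not always called active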
NTR1 ag cell count 20 µM – second read-out of NTR1 ag, no call of its own (marks repeat the call); cell count; measured here: cell count, cytotoxicity flag
Myeloid diff MLP GFP+ MAC1+ % – also measured in Myeloid diff MLP; calls as there; GFP+ MAC1+ double positive, %; measured here: differentiation confirmed by MAC1 staining
* = called active by the depositor; i = inactive; ? = inconclusive; · = not tested or not shown; + = active, no number.

SMILES | Myeloid diff MLP | Myeloid diff MLP GFP+ MAC1+ % | HIV fusion peptide | MgcRacGAP inhibition | GPR35 arrestin U2OS | NTR1 ag | NTR1 ag cell count 20 µM | GPR55 antagonists | Siah-1 displacement | LYP phosphatase | Salmonella PhoP GFP
COCCn1c(N)c(C#N)c2nc3ccccc3nc21 | i | 5.6 | 0.2% | 6% | 4% | 3.0 | 78 | 1% | 2% | -21% | 5%
Cc1ccccc1CSc1nc2ccccc2c(=O)[nH]1 | i | 0.4 | 1.8% | 4% | -11% | 2.5 | 58 | -3% | 5% | 5% | -12%
O=C(CSc1ncnc2c1oc1ccccc12)Nc1ccccc1C(F)(F)F | i | 1.0 | 0.4% | 0% | 16% | 0.0 | 72 | 0% | -3% | -9% | 4%
O=C(OCC(=O)c1c[nH]c2ccccc12)c1cccc(O)c1 | i | 0.9 | 2.1% | 6% | 6% | -0.2 | 71 | 8% | -4% | -2% | 16%
CC(C)(C)OC(=O)NCCCC[C@H](NC(=O)c1nc[nH]c1C(=O)NC(c1ccccc1)c1ccccc1)C(=O)OC(C)(C)C | i | 4.0 | -0.7% | 2% | -11% | 3.4 | 52 | 4% | 0% | 3% | -1%
CCn1c(=O)c(C(=O)NNC(=O)c2ccc(Cl)cc2Cl)c(O)c2ccccc21 | i | 2.3 | 1.3% | 2% | -9% | 9.3 | 57 | 2% | -8% | -9% | -1%
COc1ccc(NC(=O)CNC(=O)C23CC4CC(CC(C4)C2)C3)c(OC)c1 | i | 0.9 | · | 12% | · | -0.2 | 65 | · | · | · | 1%
CN(C)S(=O)(=O)c1ccc(C(=O)Nc2ccc(OCC(=O)N3CCOCC3)cc2)cc1 | i | 0.7 | 1.1% | 6% | -3% | -0.7 | 52 | -5% | 4% | -10% | 7%
COCc1nnc(NC(=O)c2c(-c3c(Cl)cccc3Cl)noc2C)s1 | i | 0.5 | 0.0% | 3% | 5% | 1.2 | 39 | -3% | -7% | -8% | -6%
CCCCN(CCO)c1ncnc2sc(-c3ccccc3)cc12 | i | 0.8 | -1.2% | 4% | -3% | 11 | 86 | 8% | -7% | -4% | 6%
Cc1ccc(-c2cc(=O)c3cc(F)ccc3[nH]2)cc1 | i | 1.3 | 1.2% | 0% | -2% | 1.7 | 44 | -5% | 2% | -7% | -6%
CC1CCC(C(C)C)C(OP(=O)(c2ccc(N(C)C)cc2)C(O)c2cccnc2)C1 (centres undefined) | · | · | -1.6% | · | 4% | -2.1 | 67 | -1% | 7% | -2% | 13%
CCOC(=O)CCCSc1nc2sc3c(c2c(=O)[nH]1)CCC3 | i | 0.7 | 0.2% | 6% | 2% | 5.7 | 94 | 12% | -4% | -6% | -15%
CC(C)OC(=O)C(C(=O)C(F)(F)F)c1cc(NS(=O)(=O)c2ccc3ccccc3c2)c2ccccc2c1O (centres undefined) | + | 1.3* | 30% | 4% | -44% | 19 | 64 | 15% | 3% | -2% | 3%
O=C(Cc1ccc(Cl)cc1)Nc1ccc(S(=O)(=O)N2CCOCC2)cc1 | i | 5.0 | 2.2% | 9% | 3% | 0.1 | 46 | 15% | 1% | 3% | -3%
CN(C(=O)COC(=O)c1ccc[nH]c1=O)C1CCCCC1 | i | 1.8 | 1.3% | -2% | -4% | 2.0 | 37 | 8% | 8% | 2% | 0%
CSCCC(NC(=O)c1ccccc1Cl)C(=O)NC1CCN(Cc2ccccc2)CC1 (centres undefined) | i | 0.4 | -2.7% | 6% | 8% | -0.3 | 60 | 4% | 5% | -15% | -4%
Cc1ccc(C(=O)COC(=O)C2CCC2)cc1 | i | 1.2 | -1.9% | 8% | 17% | · | · | 4% | -1% | -6% | 12%
COc1ccc(CNC(=O)C2CCC(CNS(=O)(=O)c3cccc4nsnc34)CC2)cc1 (centres undefined) | i | 1.0 | -0.2% | 0% | 6% | -2.4 | 66 | 4% | -2% | -7% | 9%
CC(Sc1nc2scc(-c3ccccc3)c2c(=O)[nH]1)C(=O)NC(N)=O (centres undefined) | i | 0.1 | 1.1% | 11% | -9% | -0.3 | 54 | 5% | 4% | -4% | -3%
C#CCOCCOCCOCCNc1nc(N2CCN(C(=O)CCCCCCCCCCNC(=O)[C@@H](CCC(=O)O)n3cc(CCCCCN)nn3)CC2)nc(N2CCN(C(=O)CCCCCCCCCCNC(=O)[C@H](CO)n3cc(CCCSC)nn3)CC2)n1 | i | 1.5 | · | 2% | · | -0.7 | 81 | · | · | · | 2%
CCOC(=O)c1sc(=S)n(-c2ccc(Cl)cc2)c1SC | i | 3.0 | -0.8% | 6% | 8% | 1.1 | 96 | 23% | 4% | -2% | 1%
COc1ccc(/C=N/NC(=O)c2cccc([N+](=O)[O-])c2)cc1OC | i | 0.3 | 1.9% | 8% | 12% | -1.9 | 73 | 8% | 1% | 0% | -8%
O=C(NCC1CCCN1S(=O)(=O)c1cccs1)C(=O)Nc1ccccc1Cl (centres undefined) | i | 0.6 | · | 0% | · | -0.5 | 77 | · | · | · | -5%
NC(=O)NC(=O)COC(=O)CNS(=O)(=O)c1ccc(F)c(F)c1F | i | 0.4 | -1.6% | 9% | 12% | 1.8 | 43 | -7% | -3% | -6% | 3%

In a second layout: 2 of the compounds above
| molecule | Myeloid diff MLP | Myeloid diff MLP GFP+ MAC1+ % | HIV fusion peptide | MgcRacGAP inhibition | GPR35 arrestin U2OS | NTR1 ag | NTR1 ag cell count 20 µM | GPR55 antagonists | Siah-1 displacement | LYP phosphatase | Salmonella PhoP GFP |
| --- | --- | --- | --- | --- | --- | --- | --- | --- | --- | --- | --- |
| CCn1c(=O)c(C(=O)NNC(=O)c2ccc(Cl)cc2Cl)c(O)c2ccccc21 | i | 2.3 | 1.3% | 2% | -9% | 9.3 | 57 | 2% | -8% | -9% | -1% |
| O=C(Cc1ccc(Cl)cc1)Nc1ccc(S(=O)(=O)N2CCOCC2)cc1 | i | 5.0 | 2.2% | 9% | 3% | 0.1 | 46 | 15% | 1% | 3% | -3% |

Other entries.
SMILES | Myeloid diff MLP | Myeloid diff MLP GFP+ MAC1+ % | HIV fusion peptide | MgcRacGAP inhibition | GPR35 arrestin U2OS | NTR1 ag | NTR1 ag cell count 20 µM | GPR55 antagonists | Siah-1 displacement | LYP phosphatase | Salmonella PhoP GFP
C=CCN(C(=O)CNC(=O)c1ccco1)C(C(=O)NC1CCCCC1)c1ccc(F)cc1 (centres undefined) | i | 0.5 | -1.2% | 9% | 11% | -2.6 | 73 | 73%* | 1% | 0% | -1%
Cc1cc(NC(=O)COC(=O)C2CCC(=O)N2)c([N+](=O)[O-])cc1C (centres undefined) | i | 0.3 | -1.7% | 1% | 11% | -1.6 | 46 | 11% | -7% | 0% | -7%
O=S(=O)(Nc1cccnc1Cl)c1ccc(F)cc1 | i | 0.5 | -1.2% | 5% | 7% | -0.4 | 54 | 9% | -5% | -7% | 0%
COc1ccc(OC)c(S(=O)(=O)NCCCn2ccnc2)c1 | i | 0.7 | -1.6% | -1% | 4% | 1.1 | 40 | -4% | 4% | -4% | -2%
CC(OC(=O)c1nc(-c2ccccc2)n(-c2ccccc2)n1)C(=O)Nc1cc(Cl)cc(Cl)c1 (centres undefined) | i | 0.8 | 1.9% | 4% | -8% | -1.7 | 50 | -11% | 0% | 4% | -3%
O=C(CCn1c(=O)sc2ccccc21)Nc1cccnc1 | i | 11 | 1.2% | 2% | 1% | 1.7 | 44 | 9% | -5% | -5% | -1%
CCCCN1CC(O)=C(c2nc3ccccc3[nH]2)C1=N | i | 0.7 | -0.8% | 6% | -7% | -1.1 | 76 | -8% | -2% | -4% | -1%
CCS(=O)(=O)n1nc(NCc2cccc(OC)c2)nc1NCc1cccc(OC)c1 | i | 1.5 | 0.6% | 12% | -10% | -1.8 | 32 | -2% | 3% | 1% | -16%
O=C(Cn1ncc2c1-c1ccccc1OC2)Nc1ccc(S(=O)(=O)N2CCCCC2)cc1 | i | 5.7 | 2.0% | -5% | 10% | 7.8 | 55 | 4% | 0% | 2% | 2%
CC(Nc1cc(=O)n(C)c(=O)[nH]1)c1ccccc1 (centres undefined) | i | 0.8 | -1.1% | 10% | -2% | 1.5 | 62 | 21% | 3% | -2% | 3%
O=C(CN(c1ccccc1)S(=O)(=O)c1ccccc1)NCCSc1nc2ccccc2s1 | i | 2.0 | -1.1% | -6% | 5% | 1.8 | 36 | -1% | 0% | 5% | -2%
COc1ccc(/C=C/C(=O)Oc2ccc(C)c(C)c2)cc1OC | i | 0.4 | 0.4% | 12% | 1% | 0.4 | 89 | -18% | -1% | -3% | -13%
O=C(O)c1cccnc1NC1CCCC1 | i | 1.4 | 5.9% | -2% | 11% | -1.2 | 57 | 5% | 1% | -2% | -7%
COc1ccc(/C=C/C(=O)NCCn2c(C)cc3ccccc32)cc1OC | i | 3.4 | 0.9% | 5% | -11% | -1.0 | 48 | -2% | -3% | 4% | -9%
COc1ccc(F)cc1S(=O)(=O)N1CCCN(S(=O)(=O)c2cc(F)ccc2OC)CC1 | i | 0.6 | -1.2% | 7% | -5% | 0.2 | 67 | -6% | 1% | -6% | 18%
O=C(NCCN1C(=O)CSC1=O)c1ccccc1 | i | 0.3 | -0.6% | 8% | 9% | 1.8 | 52 | 6% | 2% | -2% | 10%
Oc1ccc(-c2cccc(-c3ccc(O)cc3)c2)cc1 | i | 0.4 | 0.3% | ? | -2% | 2.1 | 59 | 13% | 10% | -9% | 4%
COCC1CCN(C(=O)c2cc(COc3ccc(-n4cncn4)cc3)on2)C1 (centres undefined) | i | 5.3 | 1.2% | 6% | 4% | 1.1 | 53 | 22% | -1% | -5% | -2%
NC(=O)c1ncc(C(F)(F)F)cc1Oc1cccnc1 | i | 0.4 | 0.7% | -9% | 0% | 0.4 | 49 | 4% | 9% | -8% | 3%

Four entries from above, ordered by their value in Salmonella PhoP GFP, high to low:
SMILES	Salmonella PhoP GFP
Cc1ccc(C(=O)COC(=O)C2CCC2)cc1	12%
NC(=O)c1ncc(C(F)(F)F)cc1Oc1cccnc1	3%
CC(C)(C)OC(=O)NCCCC[C@H](NC(=O)c1nc[nH]c1C(=O)NC(c1ccccc1)c1ccccc1)C(=O)OC(C)(C)C	-1%
O=C(O)c1cccnc1NC1CCCC1	-7%
